# Screening results (PubChem BioAssay)
# FECH inh: blocks human mitochondrial ferrochelatase activity; purified FECH, Ni-mesoporphyrin absorbance 550 nm; calls only at 10 µM (by protocol); actives 3.3% (n = 20,000); AID 1671448;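 active = enzyme reaction rate more than 3 SD below the solvent-only control wells on the same plate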;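 note: lower slope than DMSO wells means FECH inhibition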
# Target sequence (P22830 whole entry, looked up): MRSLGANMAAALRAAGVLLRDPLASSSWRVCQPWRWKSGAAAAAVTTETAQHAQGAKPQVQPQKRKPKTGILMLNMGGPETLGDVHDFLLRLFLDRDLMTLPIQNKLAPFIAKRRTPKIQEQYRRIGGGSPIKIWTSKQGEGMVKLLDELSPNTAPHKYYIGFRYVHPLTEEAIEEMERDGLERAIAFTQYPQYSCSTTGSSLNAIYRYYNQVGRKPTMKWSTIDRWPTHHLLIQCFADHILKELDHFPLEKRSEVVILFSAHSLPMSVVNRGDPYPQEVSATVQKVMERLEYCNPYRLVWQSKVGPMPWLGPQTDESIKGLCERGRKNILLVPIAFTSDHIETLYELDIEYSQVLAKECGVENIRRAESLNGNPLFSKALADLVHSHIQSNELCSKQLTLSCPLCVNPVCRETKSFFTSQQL
# Calls only; i = inactive; + = active, no number. Only part of the results is shown; rates above refer to the full screens.
FECH inh	canonical_smiles
+	COc1cccc(N2CCN(C(=O)c3nc4ccccc4n(C)c3=O)CC2)c1
i	Cc1cc(N(C)C)nc(Nc2ccc(NC(=O)c3cccc(F)c3)cc2)n1
i	CCCS(=O)(=O)N1CCC(n2cc(Cc3ccccc3)nn2)CC1
i	COCC(=O)Nc1ccc(-c2c(C)cccc2C)cc1
i	CCc1nn(CC(=O)NCCc2ccc(S(N)(=O)=O)cc2)c(=O)c2cc3sc(C)cc3n12
i	O=C(CN1CCCN(Cc2cccc(Cl)c2)S1(=O)=O)NCc1ccc(F)cc1
i	Cc1csc(CN2CC[C@@H](c3ccc4c(c3)OCO4)[C@H](O)C2)n1
i	CCCNc1ncc(CN2CC(c3ccncc3)C2)cn1
i	COC(=O)[C@H](c1ccccc1)n1ccnc1-c1ccc(OC)c(O)c1
i	COc1ccc(NC(=O)CCc2nc(-c3cc4ccc(C)cc4[nH]c3=O)no2)c(OC)c1
i	CCOc1ccc(Nc2nc(N3CCN(C)CC3)nc3c2cnn3-c2ccccc2)cc1
i	COc1cccc(CN(c2nc3nc(C)cc(C)n3n2)S(=O)(=O)c2ccccc2)c1
i	Cc1cc(CNC(=O)C2CCCN2S(C)(=O)=O)c2[nH]c(C)c(C)c2c1 (stereo not given)
i	CCOC(=O)c1ccccc1NC(=O)NCCc1nc2cccnc2n1C1CCCCC1
i	CCOc1ccc(Cn2c(CNS(=O)(=O)c3c(C)cc(C)cc3C)nc3cccnc32)cc1
i	Nc1nccc(N2CC[C@@H](N3CCCCCC3)[C@H](O)C2)n1
i	COc1ccccc1N(Cc1nc2nc(C)cc(C)n2n1)S(=O)(=O)c1ccccc1
i	CCOc1ccc(C(=O)NCc2nc3cccnc3n2Cc2ccc(OC)cc2)cc1
i	Cc1ccc(-c2cccc(C(=O)NCCSc3nnnn3C)c2)o1
i	CCc1nc(N)sc1C(=O)N1CCC(O)(c2ccccc2C)C1 (stereo not given)
i	CCOc1ccc(N2CC(NC(=O)C(CC)CC)CC2=O)cc1 (stereo not given)
i	CC(C)SCCNS(=O)(=O)c1sc2c(c1C(=O)O)CCNC2
i	O=C(c1ccco1)N1CCCN(Cc2cc(C#CCO)cs2)CC1
i	Cc1cccc(-n2c(CN3CCN(S(C)(=O)=O)CC3)nc3cccnc32)c1
i	CSc1ccc(CN(C(=O)CN(C)C2CCS(=O)(=O)C2)C2CC2)cc1 (stereo not given)
i	CCOC(=O)c1cc2n(n1)CC(C)(C(=O)NCCC(C)C)N(c1cc(OC)cc(OC)c1)C2=O (stereo not given)
i	CC(C(=O)NCc1cccnc1N(C)Cc1ccccc1)n1ccnc1 (stereo not given)
i	CSc1ccc(CNC(=O)COc2cc(C)nc(-c3ccc(C)cc3)n2)cc1
i	COc1cccc(Cn2c(CNC(=O)c3cc(OC)cc(OC)c3)nc3cccnc32)c1
i	CCCn1cnc2nc(CSc3ccccc3NC(=O)c3ccccc3)cc(=O)n21
i	Cc1cc(C2CCCN2Cc2cccc(C(=O)Nc3cccnc3)c2)no1 (stereo not given)
i	O=C(CN1c2ccc(Br)cc2-c2ccccc2S1(=O)=O)NCCN1CCOCC1
i	O=C(CCc1ccccc1)NC1CC(=O)N(c2ccccc2)C1 (stereo not given)
i	CC(C)Nc1cc(N2CCN(Cc3nccn3C(C)C)CC2)ncn1
i	O=C1CC2(CCN(Cc3ccc4c(c3)Cc3ccccc3-4)CC2)CN1
i	c1ccc(-c2ncn(CCCCN3CCCC3)c2-c2cccnc2)cc1
i	Cn1ccn2ncc(C(=O)N3CCn4nc(C(=O)N5CCCC5)cc4C3)c12
i	COc1ccc(NC(=O)CN2CCCN(Cc3ccc(Cl)cc3)S2(=O)=O)cc1
i	COCc1ccc(C(=O)N(Cc2ccccc2Cl)C(C)C)o1
i	Cc1cc(C(F)(F)F)nc(CCNC(=O)[C@@H]2C[C@@H](N)CN2)n1
i	Cc1oc(-c2cccs2)nc1CN1CCNC(C(=O)N2CCCC2)C1 (stereo not given)
i	CCC(=O)Nc1ccccc1-c1nnc(SCC(=O)Nc2ccc(C(C)=O)cc2)[nH]c1=O
i	CC(C)C1CN(Cc2nccn2C)CCC(=O)N1CC1CC1 (stereo not given)
i	CN(Cc1nc2ccccc2n1C)C(=O)c1cnc(-c2cccnc2)nc1
i	Cc1onc(-c2ccccc2Cl)c1C(=O)N1CC(c2ccncc2)C1

# Five records picked at random from those above, as already listed:
FECH inh	canonical_smiles
i	O=C(CN1c2ccc(Br)cc2-c2ccccc2S1(=O)=O)NCCN1CCOCC1
i	COCc1ccc(C(=O)N(Cc2ccccc2Cl)C(C)C)o1
i	CC(C)SCCNS(=O)(=O)c1sc2c(c1C(=O)O)CCNC2
i	Cc1cccc(-n2c(CN3CCN(S(C)(=O)=O)CC3)nc3cccnc32)c1
i	Cc1cc(C2CCCN2Cc2cccc(C(=O)Nc3cccnc3)c2)no1 (stereo not given)

# Carrying on.
FECH inh	canonical_smiles
i	CCn1cc(-c2cccnc2OC)cn1
i	COc1c(F)cc(-c2c(-c3ccccc3)ncn2CCC(C)O)cc1F (stereo not given)
i	Cc1nc2c(c(N3CCN(S(=O)(=O)N4CCCC4)CC3)n1)CCNC2
i	COc1cc(OC)c(NC(=O)NCCc2nc3cccnc3n2C2CCCCC2)cc1Cl
i	CCc1nc(N2CCNC(C(=O)O)C2)ncc1C (stereo not given)
i	COc1ccccc1N1CCN(S(=O)(=O)c2ccc(C(=O)N(C)C)s2)CC1
i	COc1ccc(F)c(-c2nc(Cn3ncc4cccnc43)c(C)o2)c1
i	CCOc1ncccc1C(=O)N(C)C(C)Cc1cc(C)ccn1 (stereo not given)
i	O=S(=O)(Cc1ccccc1)N1CCC(n2c(-c3ccccc3)nc3cccnc32)CC1
i	Cc1ccccc1-c1cc(O)c2c(c1)CN(C(=O)c1ccnc(N)c1)CCO2
i	COc1ccc(NC(=O)c2ccc(CN3C(=O)CCn4nc(-c5ccccc5)cc43)cc2)cc1OC
i	CCc1cc(Sc2ccc(NC(=O)c3c(-c4ccccc4Cl)noc3C)cc2)n2ncnc2n1
i	CCc1cc(Nc2ccc(F)cc2Cl)n2ncnc2n1
i	O=C(NCc1cccc(Br)c1)c1cccn1-c1nnc(N2CCCCC2)s1
i	CCCc1cc(N2CCN(c3cccc(C)c3)CC2)n2nc(-c3cccnc3)nc2n1
i	CN(CC(=O)Nc1ccc(-c2ccno2)cc1)S(=O)(=O)c1ccc(C(=O)N2CCOCC2)s1
i	CCn1c(=O)n(-c2ccc(C)c(C)c2)c2nc(-c3c(C)cc(C)cc3C)nc(C(N)=O)c21
i	CCCN(Cc1ccc(SC)cc1)C(=O)c1cc(C)[nH]n1
i	CC(C)c1nccc(C(=O)N(C)CC2CCCCO2)n1 (stereo not given)
i	CN1CCC=C(Cn2nccc2NC(=O)COc2ccccc2)C1
i	CCc1nc(OCC(=O)NCCCOC)c2c(-c3ccc(F)cc3)noc2n1
i	Cc1cc(C)cc(CCC(=O)N(Cc2ccncc2)C2CCN(C)CC2)c1
i	Cc1cc(Nc2ccc(OC(=O)c3ccccc3C)cc2)n2nc(-c3cccnc3)nc2n1
i	COCCn1c(CNS(=O)(=O)c2cnn(C(F)F)c2C)nc2cccnc21
i	Cn1c(=O)c2c(-c3ccccc3)c(Nc3ccccc3)oc2n(C)c1=O
i	c1cc2c(cc1CCc1nn3c(C4CC4)nnc3s1)OCO2
i	CN1CCCNC(=O)C12CCN(Cc1ccc(-n3ccnc3)cc1)CC2
i	Cc1ccc(-c2cn[nH]c2C2CCCN(C(=O)C(=O)c3ccco3)C2)cc1 (stereo not given)
i	Cc1cc(C)cc(-n2c(CN3CCN(S(=O)(=O)c4ccc(F)c(Cl)c4)CC3)nc3cccnc32)c1
i	Cc1nc(CN(C)Cc2cnc(-c3cccc4ccccc34)nc2)no1

# Gathered by group, those above with a thiophene ring, fused or not (six)
FECH inh	canonical_smiles
i	CCc1nn(CC(=O)NCCc2ccc(S(N)(=O)=O)cc2)c(=O)c2cc3sc(C)cc3n12
i	CC(C)SCCNS(=O)(=O)c1sc2c(c1C(=O)O)CCNC2
i	O=C(c1ccco1)N1CCCN(Cc2cc(C#CCO)cs2)CC1
i	Cc1oc(-c2cccs2)nc1CN1CCNC(C(=O)N2CCCC2)C1 (stereo not given)
i	COc1ccccc1N1CCN(S(=O)(=O)c2ccc(C(=O)N(C)C)s2)CC1
i	CN(CC(=O)Nc1ccc(-c2ccno2)cc1)S(=O)(=O)c1ccc(C(=O)N2CCOCC2)s1

# Later entries
FECH inh	canonical_smiles
i	Cc1cc(Sc2ccccc2NC(=O)Cc2cccs2)n2nc(-c3ccccc3)nc2n1
i	CCOc1ccc(NC(=O)CN2C(=O)C=C(CC(=O)OC)Nc3ccccc32)cc1
i	CCCOc1cccc(-c2c(Nc3ccccc3)oc3c2c(=O)n(C)c(=O)n3C)c1
i	C=CCN(C(=O)c1cc(C)nc2cc(C)ccc12)C1CCS(=O)(=O)C1 (stereo not given)
i	O=C1N(Cc2ccc(F)c(F)c2)CCCC1(O)CNCCc1cn[nH]c1 (stereo not given)
i	c1ccc(CN(Cc2cnc[nH]2)CC2CCCO2)nc1 (stereo not given)
i	Cc1ccc(N2CCN(C(=O)c3cc4n(n3)CCCN(C)C4)CC2)c(C)c1
i	CN1CCC(CNC(=O)c2cc(COc3cccc(C(F)(F)F)c3)[nH]n2)C1 (stereo not given)
i	COCCn1c(CNS(=O)(=O)c2ccc(C)cc2C)nc2cccnc21
i	CCC1=NOC(Cn2cnc(-c3ccccc3)c2-c2c(C)nn(C)c2Cl)C1 (stereo not given)
i	CC(=O)c1ccc(S(=O)(=O)NCc2nc3cccnc3n2Cc2ccc(F)cc2)cc1
i	Cc1cc(=O)n2[nH]c(NCc3ccc(C(=O)Nc4ccc(C)c(Cl)c4)cc3)nc2n1
i	c1ccc(-c2cccc(CN3CCC(OCc4cccnc4)CC3)c2)nc1
i	COc1ccc(Nc2cc(C(C)C)nc3nc(-c4cccnc4)nn23)c(OC)c1
i	COc1ccc(C(=O)Nc2cc(C)nn2-c2ncnc3c2cnn3-c2cccc(Cl)c2)cc1
i	CC1CCN(S(=O)(=O)c2cc(-c3ccc(=O)[nH]n3)ccc2Cl)CC1
i	COCC(C)NC(=O)C1CCN(C(=O)CCn2c(C)cc(C)nc2=O)CC1 (stereo not given)
i	COC(=O)C1CCCCN1Cc1cccc(C(=O)Nc2c(C)noc2C)c1 (stereo not given)
i	O=S(=O)(c1ccccc1)N1CCN(c2cc(-c3ccc(F)cc3)ncn2)CC1
i	O=C1OCCCN1CCNc1nccc(N2CCC(O)CC2)n1
i	CCOC(=O)Cn1c(=O)n(-c2ccc(F)cc2)c2nc(-c3ccc(F)cc3F)nc(C(N)=O)c21
i	O=C(CC1CCS(=O)(=O)C1)N1CCC(CO)(Cc2ccccc2)CC1 (stereo not given)
i	CCN(CC)C(=O)Cn1c(=O)n(CC2CCC(C(=O)N(CC)CC)CC2)c(=O)c2sccc21 (stereo not given)
i	CCCc1cc(=O)n2[nH]c(CNc3ccccc3OCC)nc2n1
i	COC(=O)c1cc2n(n1)CCCN(Cc1coc3ccccc3c1=O)C2
i	CC(C)C(=O)Nc1nc2cc(NC(=O)C3CCN(S(=O)(=O)N4CCCC4)CC3)ccc2s1
i	COC(=O)c1[nH]nc2c1C(c1ccc3c(c1)CC(C)(C)O3)CC(=O)N2 (stereo not given)
i	O=C(CCN1CCN(CCc2ccncc2)CC1)NC1CCCCCC1
+	Cc1cnc(CN(C)C(=O)c2ccc(OCC(=O)N3CCCCC3)cc2)[nH]1
i	CCc1cc(Sc2ccc(NC(=O)Cc3ccc(Cl)cc3)cc2)n2ncnc2n1
i	COCCC1CCCCN1Cc1cccc(C(C)=O)c1 (stereo not given)
i	c1ccc(C2CCCN(CCNC3CCSCC3)C2)cc1 (stereo not given)
i	COCc1nc2cccnc2n1C1CCN(S(=O)(=O)c2ccc(Br)cc2)CC1
i	O=C(CN1CCN(Cc2ccccc2Cl)S1(=O)=O)Nc1ccc2c(c1)OCCO2
i	COc1ccc(N2CCCS2(=O)=O)cc1NC(=O)c1ccccc1Br
i	COc1ccc(-c2cc(N3CCN(C(=O)Nc4ccccc4OC)CC3)ncn2)cc1
i	CN(CCC1CCOCC1)c1nccc(N2CCC(O)C2)n1 (stereo not given)
i	CCOc1cccc(-c2csc(CN3CCNCC3)c2)c1
i	CCCc1c(C)nc2ncnn2c1Sc1ccccc1NC(=O)Cc1ccc(OC)cc1
i	CCOC(=O)c1ccc(Nc2c(-c3ccc4c(c3)CCCC4)c(=O)c2=O)cc1
i	COc1ccc2c(c1)CCc1c-2n[nH]c1C(=O)Nc1ccc(S(N)(=O)=O)cc1
i	COc1ccc(-c2cn(CC3CCS(=O)(=O)C3)nn2)cc1OC (stereo not given)
i	CC(C)CNC(=O)c1nc[nH]c1C(=O)N1CCC(Cc2ccccc2)CC1
i	CCC(CN(C)Cc1ccccc1)NC(=O)c1ccc(CN2C(=O)CCn3nccc32)cc1 (stereo not given)
i	COC(=O)c1cccc(Nc2cc(-c3cccc(C)c3)nc(C)n2)c1
i	Nc1nnc(CCCNC(=O)c2ccccc2N2CCOCC2)s1
+	CCCc1cc(=O)n2[nH]c(CNc3ccc(C)c(Cl)c3)nc2n1
i	COC(=O)CN1C(=O)C2CCCCN2C(=O)c2ccccc21 (stereo not given)
i	Cc1cccc(OCC(=O)Nc2cc(Cl)ccc2OCc2cc(=O)n3oc(C)cc3n2)c1
i	c1ccc(Cc2nc(CCc3cn4ccccc4n3)n[nH]2)cc1
i	CCOc1ccc(NC(=O)CN2CCCN(Cc3ccc(OC)cc3)S2(=O)=O)cc1
i	COc1nc(OC)nc(-c2ccc(F)c(CO)c2)n1
i	CC(C)c1nccn1CCCNC(=O)c1cnccn1
+	CCc1ccc2c(c1)-c1ccccc1S(=O)(=O)N2CC(=O)NCc1ccccn1
i	COC(=O)c1cc2ccsc2n1CC(=O)NCCC(C)C
